# Screening data as filed in PubChem.
# D2 agonist – HTS Assay for Allosteric Agonists of the Human D2 Dopamine Receptor: Primary Screen for Agonists | activation, % at 2 µM | D(2) dopamine receptor (Homo sapiens), P14416 | HEK293 T-REx D2 cells, calcium flux agonist mode | hit rate 0.53% among 340,000 | AID 485358, 2010;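 active means activation over 3 SD above normal in the single-dose calcium agonist read, cut at about 30% in these data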; further: 0% is about no effect
#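 In this primary screen, compounds producing a positive calcium signal within 180 s of addition to tetracycline-induced, force-coupled HEK293 Trex D2 cells are flagged; cells are dye-loaded with a no-wash calcium kit beforehand.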
# TrxR1 inh – qHTS Assay for Inhibitors of Mammalian Selenoprotein Thioredoxin Reductase 1 (TrxR1): qHTS; Thioredoxin reductase 1, cytoplasmic (Rattus norvegicus), O89049; recombinant rTrxR1, NADPH fluorescence consumption, selenite substrate; Potency, µM (highest dose often 114 µM), for inactives: at the highest dose activity change, negative = inhibition, most hits filed as inhibitors; hit rate 1% among 390,000; AID 588453, 2011; further: potency means the concentration at half of the fitted maximal effect; on the % scale 0 is the no-effect control and ±100 the full control effect; nearly all actives have a fitted effect of over 65% in size
# Target sequence (O89049 whole entry, looked up): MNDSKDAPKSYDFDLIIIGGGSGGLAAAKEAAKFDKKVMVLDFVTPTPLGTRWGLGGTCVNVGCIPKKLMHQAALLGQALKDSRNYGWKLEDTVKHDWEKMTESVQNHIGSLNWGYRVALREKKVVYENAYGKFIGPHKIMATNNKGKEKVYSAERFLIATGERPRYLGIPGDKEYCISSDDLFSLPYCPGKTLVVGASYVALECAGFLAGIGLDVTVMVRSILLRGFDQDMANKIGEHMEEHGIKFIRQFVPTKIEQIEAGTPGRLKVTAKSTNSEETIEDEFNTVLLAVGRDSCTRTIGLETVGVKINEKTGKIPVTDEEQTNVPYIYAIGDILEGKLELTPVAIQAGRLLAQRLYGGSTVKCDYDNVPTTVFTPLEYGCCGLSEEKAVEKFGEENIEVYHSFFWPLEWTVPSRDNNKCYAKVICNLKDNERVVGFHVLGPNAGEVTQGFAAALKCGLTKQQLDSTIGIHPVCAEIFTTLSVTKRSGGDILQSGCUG
#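 Rat TrxR1 (90 nM in the dispensed reagent) was pre-reduced with 400 uM NADPH for 5 min at room temperature, then incubated with compound for 15 min. After 400 uM selenite was added, NADPH fluorescence (Ex 340/Em 450 nm) was followed for 8 min.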
# D2 antagonist – HTS Assay for Allosteric Antagonists of the Human D2 Dopamine Receptor: Primary Screen for Antagonists; D(2) dopamine receptor (Homo sapiens), P14416; HEK293 TREx D2 cells, calcium flux, dopamine EC80; inhibition, % at 10 µM; hit rate 2% among 340,000; AID 485344, 2010; in the data active means inhibition above about 30%; further: 0% is about no effect
#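 Tetracycline-induced HEK293 TREx cells expressing D2 receptor forced-coupled to calcium signalling, loaded with no-wash calcium dye. Compounds added and calcium flux read 180 s, then dopamine added at EC80 and read a further 180 s.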
# TrxR1 substrate – qHTS Assay for Substrates of Mammalian Selenoprotein Thioredoxin Reductase 1 (TrxR1): qHTS | Thioredoxin reductase 1, cytoplasmic (Rattus norvegicus), O89049 | purified TrxR1 substrate turnover, NADPH consumption readout | Potency, µM (series often up to 114 µM), inactives show top-dose activity change, negative = substrate turnover | hit rate 0.01% among 390,000; further: potency means the concentration at half of the fitted maximal effect; on the % scale 0 is the no-effect control and ±100 the full control effect; nearly all actives have a fitted effect of over 50% in size
#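 Rat TrxR1, dispensed at 90 nM, was prereduced with 400 uM NADPH (final) for 5 min at ~22 deg C, then incubated with compound 15 min before 400 uM selenite. A first-read NADPH fluorescence drop versus no-compound background flagged substrates.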
# TRHR agonist – qHTS for Small Molecule Agonists and Allosteric Enhancers of Human TRH Receptor: Primary Screen for Agonists; Thyrotropin-releasing hormone receptor (Homo sapiens), P34981; activation, % at 2 µM; TRHR cells, calcium flux fluo-8, FDSS agonist mode; hit rate 0.18% among 360,000; in the data active means activation above about 30%; further: 0% is about no effect
# Target sequence (P34981 whole entry, looked up): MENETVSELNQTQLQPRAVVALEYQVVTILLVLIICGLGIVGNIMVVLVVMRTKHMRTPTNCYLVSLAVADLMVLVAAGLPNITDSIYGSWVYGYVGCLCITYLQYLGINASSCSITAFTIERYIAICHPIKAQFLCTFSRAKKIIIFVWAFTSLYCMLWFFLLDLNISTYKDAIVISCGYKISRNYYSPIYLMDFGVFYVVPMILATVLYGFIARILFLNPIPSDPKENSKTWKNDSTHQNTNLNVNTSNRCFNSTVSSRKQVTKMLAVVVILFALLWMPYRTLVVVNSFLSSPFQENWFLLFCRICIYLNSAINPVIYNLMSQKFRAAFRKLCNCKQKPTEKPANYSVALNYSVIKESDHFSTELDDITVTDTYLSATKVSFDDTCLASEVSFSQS
#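 In this calcium-flux screen, cells bearing human TRHR are dye-loaded with fluo-8, baselined for 10 cycles, then exposed to library compounds; positive kinetic calcium responses during the agonist phase mark hits, with TRH as control.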
# TRHR enhancer – qHTS for Small Molecule Agonists and Allosteric Enhancers of Human TRH Receptor: Primary Screen for Enhancers. TRHR cells, fluo-8 calcium fluorescence, EC20 TRH enhancement. enhancement, % at 2 µM. hit rate 0.66% among 360,000; in the data active means enhancement above about 30%; further: 0% is about no effect
#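 Enhancer read-out: after compound pinning and an initial kinetic agonist-mode read, an EC20 of TRH (10 nM final) was injected and fluo-8 calcium signal (Ex 480/Em 530) followed at 1 s/cycle for 100 cycles in TRHR-expressing cells.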
# USP1 inh – Inhibitors of USP1/UAF1: Primary Screen | Ubiquitin carboxyl-terminal hydrolase 1 (Homo sapiens), O94782 | recombinant USP1/UAF1, Ub-Rhodamine cleavage fluorescence | Potency, µM (doses to about 57.1 µM), inactives show at the top dose activity change, negative = inhibition, actives largely listed as inhibitors | hit rate 0.23% among 390,000; further: potency means the concentration at half of the fitted maximal effect; on the % scale 0 is the no-effect control and ±100 the full control effect; nearly all actives have a fitted effect of over 60% in size; inactives centre near -12
#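 In this screen, compounds sit with the deubiquitinase complex (1nM) for 15 min at room temperature before Ub-Rho is added at 150nM final. Fluorescence rise is then followed for 6 reads every 60 seconds.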
# Pin1 inhibitor – qHTS Assay to Find Inhibitors of Pin1. hit rate 0.009% among 390,000. Potency, µM (titrated, usually from 115 µM), inactives show top-dose activity, negative = inhibition, actives largely listed as inhibitors. AID 504891, 2011. Pin1 FP peptide displacement, HiFluor488, 10 min; active means well fitted inhibition curve with a large enough effect in the polarisation, with a control signal flat, not every such curve was filed as active; inconclusive means small, poorly fitted or top-dose-only effect, or effect the other way, or a change in a side signal; inactive means no such curve, though single readings can be large or run the other way; the % refers to the polarisation; further: potency means the concentration at half of the fitted maximal effect; on the % scale 0 is the no-effect control and ±100 the full control effect
# Target sequence (Q13526 whole entry, looked up): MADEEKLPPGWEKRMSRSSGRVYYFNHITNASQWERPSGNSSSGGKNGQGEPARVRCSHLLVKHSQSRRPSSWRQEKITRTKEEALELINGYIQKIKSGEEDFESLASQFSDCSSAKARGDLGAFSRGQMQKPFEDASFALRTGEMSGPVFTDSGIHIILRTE
# mIDH1 inhibitor – qHTS for Inhibitors of mutant isocitrate dehydrogenase 1 (IDH1): qHTS. Isocitrate dehydrogenase [NADP] cytoplasmic (Homo sapiens), O75874. IDH1-R132H enzyme, NADPH consumption, diaphorase/resazurin fluorescence. Potency, µM (series often up to 76.6 µM), without a hit: top-dose activity change, negative = inhibition, usual class: inhibitors. hit rate 0.093% among 390,000; further: potency means the concentration at half of the fitted maximal effect; on the % scale 0 is the no-effect control and ±100 the full control effect; nearly all actives have a fitted effect of over 65% in size
#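 IDH1-R132H (0.5 ug/mL) preincubated 30 min with compound, then NADPH (0.016 mM) and alpha-KG (2 mM) added; 80 min at RT, pH 7.5. Remaining NADPH coupled via diaphorase/resazurin to fluorescence (540/590 nm); concentration-response curves normalized to no-enzyme control.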
# * = called active by the depositor; u = inconclusive; x = no result given; & = joins results of further samples; [ ] = another dose, or the depositor's remark. Unless noted, the call rests on the fitted dose curve; in most records, active means well fitted inhibition curve with a large enough effect; inconclusive means small, poorly fitted or top-dose-only effect; inactive means no such curve, though single readings can be large or run the other way. Not all compounds are listed; the hit share may differ from the screen's.
molecule,Pin1 inhibitor,D2 antagonist,USP1 inh,mIDH1 inhibitor,TrxR1 substrate,TRHR enhancer,TrxR1 inh,D2 agonist,TRHR agonist
COc1ccc(OC)c(-c2csc(NC(=O)CN3C(=O)C4CCCCC4C3=O)n2)c1 (stereo not given),u,-9,-24%,6%,4%,3,29%,0.4,-0.4
COc1ccc(-c2noc(-c3ccc(N4CCN(c5ccccc5OC)CC4)c([N+](=O)[O-])c3)n2)cc1,13%,x,-19%,14%,0%,-2,21%,-0.9,0.1
Cc1nccn1-c1ccc(C=O)cc1,1%,-10,-22%,-13%,-2%[57.1 µM],-2,-3%[57.1 µM],1.2,-0.3
Cc1cc(OC(C)C(=O)NC(Cc2c[nH]c3ccc(O)cc23)C(=O)O)c2c(C)cc(=O)oc2c1 (stereo not given),u,2,-4%,-2%,16%,2,-1%,-0.3,0.3
CCOc1ccc(C(=O)Nc2ccc3c(c2)C(=O)NC3=O)cc1,18%,-6,-15%,0%,20%,-3,15%,1.0,1.3
Cn1cccc1C(=O)NC(=O)COC(=O)CCNS(=O)(=O)c1cccc(C(F)(F)F)c1,2%,-9,-2%,-3%,-8%,-1,-8%,0.3,-0.6
O=S(=O)(c1ccc(F)cc1)N1CN(Cc2ccco2)c2nc3ccccc3nc21,u,-20,-29%,7%,19%,24,u,-1.7,0.8
O=[N+]([O-])c1ccc(O)c(C=NNc2ccc(S(=O)(=O)O)cc2)c1,-6%,x,-9%,0%,-20%[57.1 µM],x,-23%[57.1 µM],x,x
N#Cc1nc(N2CCOCC2)nc(N2CCOCC2)n1,-10%&-11%,-4,-13%,6%,-9%&-15%,5,-32%&-33%,-0.3,-0.9
O=[N+]([O-])c1cccc(S(=O)(=O)NCCc2cccs2)c1,6%,-4,-16%,3%,2%[57.1 µM],-8,-3%[57.1 µM],0.3,-1.9
CN(CC(=O)Nc1c(Cl)cccc1Cl)C(=O)c1cccc(S(=O)(=O)NCc2ccccc2)c1,2%,x,-15%,7%,-1%,-1,1%,x,-0.1
COc1ccccc1NC(=O)NNC(=O)CN1C(=O)COc2ccccc21,-1%,13,-11%,2%,-1%,-15,13%,0.1,0.4
C[C@H](NC(=O)c1nc[nH]c1C(=O)NCCCCCNC(=O)OC(C)(C)C)c1ccccc1,u,-8,u,-8%,-9%,-10,7%,-0.5,-0.6
Cc1cc(C(=O)NCCCN2CCCC2=O)no1,-2%,4,-6%,0%,6%,0,9%,1.5,0.1
CCc1nc2ccccc2c(C(=O)NCc2ccc(OC)cc2)c1C,-1%,-13,-25%,4%,4%,-10,16%,1.7,0.8
Cc1sc2ncn(/N=C/c3ccco3)c(=O)c2c1C,1%,-12,-22%,25%,1%,8,14%,-0.5,-0.5
Cc1nc2ccccc2cc1OCc1ccc(F)cc1,2%,6,-24%,4%,-8%,-2,-9%,-0.6,0.2
O=C(NCCc1ccccc1)C1CCCN(S(=O)(=O)c2cccc3nonc23)C1 (stereo not given),23%,6,-1%,1%,9%[57.1 µM],0,16%[57.1 µM],0.4,-0.3
Cc1ccc(Nc2cc(C)nc(-c3ccccc3O)n2)cc1,0%,2,-28%,3%,20%,-1,15%,0.9,0.6
CCOc1ccc(N2CC(C)Cn3c2nc2c3c(=O)n(Cc3c(F)cccc3Cl)c(=O)n2C)cc1 (stereo not given),0%,x,-4%,6%,-2%,15,-1%,0.6,0.0

# Compound profiles, as listed above. Order of values: Pin1 inhibitor	D2 antagonist	USP1 inh	mIDH1 inhibitor	TrxR1 substrate	TRHR enhancer	TrxR1 inh	D2 agonist	TRHR agonist
# Profile of COc1ccccc1NC(=O)NNC(=O)CN1C(=O)COc2ccccc21 : -1%	13	-11%	2%	-1%	-15	13%	0.1	0.4
# Profile of C[C@H](NC(=O)c1nc[nH]c1C(=O)NCCCCCNC(=O)OC(C)(C)C)c1ccccc1 : u	-8	u	-8%	-9%	-10	7%	-0.5	-0.6
# Profile of Cc1ccc(Nc2cc(C)nc(-c3ccccc3O)n2)cc1 : 0%	2	-28%	3%	20%	-1	15%	0.9	0.6

# Other entries follow:
molecule,Pin1 inhibitor,D2 antagonist,USP1 inh,mIDH1 inhibitor,TrxR1 substrate,TRHR enhancer,TrxR1 inh,D2 agonist,TRHR agonist
O=S(=O)(NC1CCN(S(=O)(=O)c2c(F)cccc2F)CC1)c1ccc2c(c1)OCCO2,3%&3%,x,x,x,7%[57.1 µM],2,14%,x,1.8
CCNc1nc(NC(C)C)nc(N2CC(=O)N(CC(=O)OCC)C2=N)n1,0%,4,-2%,1%,-5%,-2,-6%,-0.5,-0.7
Cc1ccnc(NS(=O)(=O)c2ccc(NC(=O)c3ccc(C)o3)cc2)n1,1%,-4,-13%,3%,-13%,2,-24%,-0.1,0.1
Cc1ccsc1C(=O)NNC(=O)c1ccc(NS(=O)(=O)c2cccs2)cc1,0%,26,-16%,-8%,-4%,0,-2%,-0.5,0.5
CCCCCCN1CC(O)=C(c2ccccc2)C1=N,1%,-9,-11%,-1%,10%[57.1 µM],3,9%[57.1 µM],0.5,0.0
Cc1ccc(-n2nc3c(c2NC(=O)c2ccccc2)CS(=O)(=O)C3)cc1C,1%,12,-15%,8%,-4%,5,-14%,-0.1,1.7
COc1ccc(S(=O)(=O)c2c(Nc3c(C)cccc3C)sc(C(=O)c3ccc4c(c3)OCO4)c2N)cc1,17%,x,-8%,13%,-2%[57.1 µM],5,-4%[57.1 µM],-0.1,1.3
Cc1cc(C)c2c3c(sc2n1)C(c1cccc(F)c1)C(C#N)=C(N)O3 (stereo not given),u,1,-21%,0%,16%,9,7%,0.6,0.6
O=C1c2cccc3cc([N+](=O)[O-])cc(c23)C(=O)N1c1nncs1,-15%,x,-6%,-8%,-5%,x,-12%,x,x
CCOC(=O)c1cc2c(s1)-c1ccccc1CC2,0%,4,-13%,5%,63%[activator][57.1 µM],-4,26%[57.1 µM],-0.1,2.2
COC(=O)C(CCCCNC(=O)c1ccc([N+](=O)[O-])cc1)NC(=O)c1ccc([N+](=O)[O-])cc1 (stereo not given),-7%,-8,u,17%,7%[57.1 µM],-1,12%[57.1 µM],-0.4,-0.9
COC(=O)[C@H](CCSC)NC(=O)Cn1ccc(N)nc1=O,1%,-4,u,7%,3%,11,6%,0.4,0.7
NC(=O)CCN(C1CCCCC1)S(=O)(=O)c1cccc2nsnc12,1%,6,-12%,0%,0%,1,12%,0.0,-0.4
CC1CCCCN1CCCNC(=O)c1[nH]c2ccccc2c1Sc1ccc(Cl)cc1 (stereo not given),19%,x,-17%,4%,2%,2,9%,0.3,0.7
COc1ccc(NC(=S)NCc2cccnc2)cc1OC,-2%,4,-16%,4%,6%,2,7%,0.4,0.4
COc1ccc(N2CCN(CCNC(=O)CCS(=O)(=O)c3cccc4nsnc34)CC2)cc1,x,-9,x,x,x,-1,x,1.7,-0.3
CCS(=O)(=O)N1CCCC(C(=O)NCCc2ccc(OC)c(OC)c2)C1 (stereo not given),-1%,-11,-5%,3%,-6%,5,0%,1.8,1.8
CC(C)c1ccc(NC(=O)C2Cc3ccccc3N2C(=O)c2ccccc2)cc1 (stereo not given),-5%,x,-22%,14%,1%[57.1 µM],-1,8%[57.1 µM],x,1.1
CC12CCC(C(=O)NCc3ccc4c(c3)OCO4)(CC1=O)C2(C)C (stereo not given),1%,-9,-3%,8%,6%[57.1 µM],5,8%[57.1 µM],1.9,-0.1
CCOc1ccccc1NC(=O)c1ccc(F)c(S(=O)(=O)N2CCN(c3ccc(F)cc3)CC2)c1,8%,x,-18%,15%,6%[57.1 µM],0,23%[57.1 µM],0.0,0.2
O=S(=O)(c1ccc(Cl)cc1)N(Cc1ccccn1)Cc1ccccn1,0%,-10,-4%,-1%,7%[57.1 µM],-5,-2%[57.1 µM],-0.3,-0.8
Cc1ccc(NC(=O)CN(C)C(=O)c2ccc(OCc3cn4ccccc4n3)cc2)cc1,u,-11,-12%,-2%,13%,-2,18%,0.0,-0.7
COc1ccccc1C(=O)N/N=C/c1ccc(Cl)s1,-2%,4,-10%,6%,-10%,2,-10%,-1.6,-0.7
Cc1cccc(CSc2nc3[nH]ncc3c(=O)[nH]2)c1,-8%,-13,-4%,0%,0%,0,17%,0.4,-0.1
O=C(COC(=O)c1cc(Cl)ccc1Cl)NC1CCCC1,3%,13,-1%,0%,-4%,2,-1%,0.1,0.3
CC(=O)N1CCN(C(=O)c2cccc(S(=O)(=O)Nc3c(C)n(C)n(-c4ccccc4)c3=O)c2)CC1,0%,51*,-6%,4%,-6%,-7,-4%,0.1,0.7
COc1ccc2nc(NC(=O)C3CCN(S(=O)(=O)c4cccnc4)CC3)sc2c1,10%,-42,-4%,-4%,-1%,2,22%,0.5,0.1
Cc1cc(C)nc(Nc2cccc3ccccc23)n1,-4%,-6,-20%,1%,1%,3,18%,-0.8,-0.1
